Assay outcomes as filed in PubChem.
human PMI inhibition: inhibitors of human PMI, primary screen, biochemical, fluorescence intensity, coupled assay (AID 1209) | purified PMI enzyme, coupled fluorescence intensity; higher % means a stronger effect | actives 0.42% (n = 190,000) | inhibition, % at 20 µM; hits with a dose series show IC50 in µM; in the data active = inhibition above about 50%;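 note: plate controls were DMSO vehicle for no effect and wells lacking substrate for full effect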
TNAP activators: human TNAP enzyme activators, primary screen, biochemical, luminescent, no phosphate acceptor, uHTS (AID 1001); purified TNAP, luminescent activation assay, no phosphate acceptor; higher activation fold means a stronger effect; activation fold at 20 µM; hits with a dose series show EC50 in µM; actives 0.03% (n = 200,000); in the data active = activation fold from about 3, or a potency from the dose series; inactive = the rest, 99 in 100 with activation fold below about 1.6; note: many of its hits are not listed in these tables
bCat nuc transl: beta-catenin nuclear translocation modulation; HeLa beta-catenin nuclear translocation, immunofluorescence imaging; nuclear translocation activity, % at 5 µM; actives 0.3% (n = 190,000);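 active = nuclear translocation activity above 50% at 5 µM, with a well cell count of 50 or more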;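 note: per-cell ratio of nuclear to cytoplasmic median beta-catenin stain intensity; plate controls were DMSO negative control for no effect and GSK-3 inhibitor IX positive control for full effect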
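Test system: human HeLa cells, native beta-catenin. Compound dosing: 5 µM primary single dose, 0.1% DMSO, 0.02–20 µM confirmation series. Incubation: compound exposure 24 h at 37°C. Detection: beta-catenin immunostaining with DAPI counterstain, 20x imaging, 6 fields/well. Read-out basis: Nuclear/cytoplasmic beta-catenin signal ratio, % activation.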
T cell modulator: T cell immune modulators affecting CD8 T cell-vesicle binding | 2C CD8+ T cell-vesicle binding, flow cytometry; hits give low values | calls only at 7 µM | actives 0.068% (n = 330,000);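 active = response, share of CD8 T cells binding vesicles, and their 90th percentile fluorescence all below set limits, cut at about 80% in these data, passing the limit was not always enough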
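System: murine 2C transgenic CD8+ T lymphocytes; also added: QL9-loaded Drosophila micro-vesicles; times: binding 1.5 h at 37 °C; measured by: flow cytometry, PE anti-B7-1 (FL2) versus Alexa647 anti-CD8 (FL8), PFA-fixed; control set: Peptide-free naked vesicles (low) and QL9 vesicles with 0.7% DMSO vehicle (high)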
Ins promoter up: MIN6 insulin promoter up-regulation. MIN6 insulin promoter-GFP reporter, high-content imaging; hits give high values. z-score at 5 µM. actives 0.3% (n = 190,000);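 active = z-score above 3 at 5 µM with at least 500 cells counted in the well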
MT stabilizer: stabilizes microtubules in HeLa cells. HeLa tubulin immunostaining HCS, 24 h; share of cells brighter than vehicle mean+2SD. % tubulin-high responders, % at 10 µM. actives 0.83% (n = 200,000);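 active = plate Z-score above 3 for both tubulin-high and condensed-nucleus cell shares, with cell loss under 80%, at 10 µM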;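 note: anti alpha tubulin signal scored within the nucleus-defined area of each cell; some results filed as inactive read as strong as hits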
Dynein cargo inh: dynein cargo transport inhibition; 3617.4 mouse cells, GR-EGFP nuclear translocation imaging; test concentration mostly 20 µM; stimulated with dexamethasone, 1 µM; hits give low values; z-score, hits read low; actives 0.47% (n = 220,000); AID 1381;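 active = plate z-score of nuclear minus cytoplasmic receptor signal below a set negative limit, without overly bright fluorescence or cell loss, cut at about -3.5 in these data, passing the limit was not always enough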;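 note: z-score of nuclear minus cytoplasmic ring GR-EGFP intensity difference per well; some compounds called inactive have numbers as strong as hits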
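Also added – dexamethasone, 1.0 µM final · Buffer or medium – tet-free, stripped-serum medium · Schedule – induction 48 h, compound 1 h, agonist 30 min · Detection – formaldehyde fixation, Hoechst nuclear stain, 10x automated fluorescence imaging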
Hep lipid drop: hepatic lipid droplet formation modulation; inhibition, % at 6.5 µM; actives 0.4% (n = 240,000); AML12 mouse hepatocytes, oleate lipid droplets, BODIPY imaging;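 active = lipid droplet intensity inhibited by at least 50%, with more than 500 cells counted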
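Assay system: AML12 mouse liver cells | Compound: 6.5 µM single-point dosing | Schedule: Overnight exposure | Technique: Fluorescence imaging, 20x objective, two fields per well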
Myeloid diff MLP: promotes myeloid progenitor differentiation. actives 1% (n = 360,000). calls only at 10 µM. AID 624256. ER-HoxA9 myeloid progenitors, lysozyme-GFP differentiation, flow cytometry;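 active = normalized GFP-positive differentiation at or above the plate's own cutoff, the solvent-only control mean plus 3 SD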;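 note: cells exposed to compound for four days before flow analysis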
Dynein cargo inh cytoplasmic EGFP: further read-out of Dynein cargo inh, marked with its call; z-score; measured here: cytoplasmic GR-EGFP intensity; hits give high values
Dynein cargo inh nuclear GR-EGFP: further read-out of Dynein cargo inh, marked with its call; z-score; measured here: nuclear GR-EGFP intensity;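 lower value marks the stronger effect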
Dynein cargo inh cell count: second read-out of Dynein cargo inh, no call of its own (marks repeat the call); z-score; measured here: cell count per field
Ins promoter up cell count: recorded beside Ins promoter up, whose call it bears; cell count; measured here: cytotoxicity, nuclei count;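 total cells summed across four imaged fields per well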
Hep lipid drop cells 6.5 µM: also measured in Hep lipid drop; calls as there; cell count; measured here: cell count, cytotoxicity flag;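 cells counted across two imaged fields per well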
bCat nuc transl cell count 5 µM: also measured in bCat nuc transl; calls as there; cell count; measured here: cell count, cytotoxicity flag
T cell modulator vesicle-bound %: recorded beside T cell modulator, whose call it bears; double positive events, %; measured here: CD8+ vesicle-bound cell fraction;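 binding gate set so that unloaded-vesicle control wells show 10% double positive cells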
MT stabilizer Hoechst-high %: also measured in MT stabilizer; calls as there; % Hoechst-high responders; measured here: nuclear condensation Hoechst responders;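 share of cells brighter than vehicle mean plus two SD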
MT stabilizer cytotoxicity %: second read-out of MT stabilizer, no call of its own (marks repeat the call); toxicity, %; measured here: cytotoxicity by cell density;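 0% = mean cell density of plate MIN control wells and 100% = no cells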
Myeloid diff MLP GFP+ MAC1+ %: recorded beside Myeloid diff MLP, whose call it bears; GFP+ MAC1+ double positive, %; measured here: differentiation confirmed by MAC1 staining
The depositor's hits bear a star.

For O=C(Cn1cnc2ccccc2c1=O)Nc1ccc2c(c1)OCO2 the results were human PMI inhibition -4%, TNAP activators 1, bCat nuc transl -0.2, T cell modulator inactive, Ins promoter up 0.59, MT stabilizer 3.7, Dynein cargo inh -0.23, Hep lipid drop 4, Myeloid diff MLP inactive, Dynein cargo inh cytoplasmic EGFP -0.25, Dynein cargo inh nuclear GR-EGFP 0.023, Dynein cargo inh cell count 1.5, Ins promoter up cell count 1137, Hep lipid drop cells 6.5 µM 638, bCat nuc transl cell count 5 µM 494, T cell modulator vesicle-bound % 54, MT stabilizer Hoechst-high % 0.9, MT stabilizer cytotoxicity % 4.1 and Myeloid diff MLP GFP+ MAC1+ % 0.6.
For CC(C)NC(=O)c1ccc(Cl)cc1Cl the results were human PMI inhibition 15%, TNAP activators 1.1, bCat nuc transl -1.9, T cell modulator inactive, Ins promoter up -0.09, MT stabilizer 1.6, Dynein cargo inh 0.7, Hep lipid drop -1, Myeloid diff MLP inactive, Dynein cargo inh cytoplasmic EGFP -0.2, Dynein cargo inh nuclear GR-EGFP 0.75, Dynein cargo inh cell count -0.32, Ins promoter up cell count 1466, Hep lipid drop cells 6.5 µM 713, bCat nuc transl cell count 5 µM 1573, T cell modulator vesicle-bound % 20, MT stabilizer Hoechst-high % 0.6, MT stabilizer cytotoxicity % 5.5 and Myeloid diff MLP GFP+ MAC1+ % 0.0.
c1ccc(-n2ncc3c(NCCN4CCOCC4)ncnc32)cc1 was read as human PMI inhibition 2%, TNAP activators 1, bCat nuc transl 3.5, T cell modulator inactive, Ins promoter up -0.49, MT stabilizer 2.0, Dynein cargo inh -0.1, Myeloid diff MLP inactive, Dynein cargo inh cytoplasmic EGFP -0.21, Dynein cargo inh nuclear GR-EGFP 0.13, Dynein cargo inh cell count 0.18, Ins promoter up cell count 1202, bCat nuc transl cell count 5 µM 1109, T cell modulator vesicle-bound % 52, MT stabilizer Hoechst-high % 1.3, MT stabilizer cytotoxicity % 4.9 and Myeloid diff MLP GFP+ MAC1+ % 1.8.
Screening Cc1ccc(C2C(C(=O)c3cccs3)=C(O)C(=O)N2c2cccc(C)n2)cc1 (stereo not drawn) returned bCat nuc transl -0.4, T cell modulator inactive, Ins promoter up 0.26, Dynein cargo inh -0.085, Hep lipid drop 1, Myeloid diff MLP inactive, Dynein cargo inh cytoplasmic EGFP -0.26, Dynein cargo inh nuclear GR-EGFP -0.025, Dynein cargo inh cell count -0.35, Ins promoter up cell count 974, Hep lipid drop cells 6.5 µM 704, bCat nuc transl cell count 5 µM 1345, T cell modulator vesicle-bound % 43 and Myeloid diff MLP GFP+ MAC1+ % 0.8.
Cc1ccc(S(=O)(=O)N2CCSC2c2ccco2)cc1 (stereo not drawn) was read as human PMI inhibition 3%, TNAP activators 1.1, bCat nuc transl -2.4, T cell modulator inactive, Ins promoter up 0.27, MT stabilizer 2.5, Dynein cargo inh 0.46, Myeloid diff MLP inactive, Dynein cargo inh cytoplasmic EGFP 0.26, Dynein cargo inh nuclear GR-EGFP 0.32, Dynein cargo inh cell count -0.98, Ins promoter up cell count 1280, bCat nuc transl cell count 5 µM 1010, T cell modulator vesicle-bound % 36, MT stabilizer Hoechst-high % 2.5, MT stabilizer cytotoxicity % 9.5 and Myeloid diff MLP GFP+ MAC1+ % 0.8.
O=C(c1c[nH]c2ccccc2c1=O)N1CCCCCC1 was read as human PMI inhibition -2%, TNAP activators 1, bCat nuc transl -0.5, T cell modulator inactive, Ins promoter up 0.88, MT stabilizer 1.8, Dynein cargo inh -0.26, Hep lipid drop 13, Myeloid diff MLP inactive, Dynein cargo inh cytoplasmic EGFP -0.33, Dynein cargo inh nuclear GR-EGFP -0.67, Dynein cargo inh cell count 2.5, Ins promoter up cell count 1431, Hep lipid drop cells 6.5 µM 741, bCat nuc transl cell count 5 µM 1540, T cell modulator vesicle-bound % 35, MT stabilizer Hoechst-high % 2.0, MT stabilizer cytotoxicity % 13 and Myeloid diff MLP GFP+ MAC1+ % 0.8.
COC(=O)c1ccccc1NC(=O)COC(C)=O was read as human PMI inhibition -9%, TNAP activators 1.1, bCat nuc transl -3.4, T cell modulator inactive, Ins promoter up -0.83, MT stabilizer 1.6, Dynein cargo inh 0.23, Myeloid diff MLP inactive, Dynein cargo inh cytoplasmic EGFP -0.012, Dynein cargo inh nuclear GR-EGFP 0.11, Dynein cargo inh cell count -0.68, Ins promoter up cell count 1151, bCat nuc transl cell count 5 µM 985, T cell modulator vesicle-bound % 29, MT stabilizer Hoechst-high % 2.4, MT stabilizer cytotoxicity % 6.5 and Myeloid diff MLP GFP+ MAC1+ % 0.8.
Screening Cc1cccc(OCCCn2c(=O)oc3ccc(C)cc32)c1 returned human PMI inhibition 12%, TNAP activators 1.1, bCat nuc transl -1.0, T cell modulator inactive, Ins promoter up -0.18, MT stabilizer 3.5, Dynein cargo inh -0.84, Hep lipid drop 0, Myeloid diff MLP inactive, Dynein cargo inh cytoplasmic EGFP -0.31, Dynein cargo inh nuclear GR-EGFP -0.3, Dynein cargo inh cell count 1, Ins promoter up cell count 1477, Hep lipid drop cells 6.5 µM 782, bCat nuc transl cell count 5 µM 1126, T cell modulator vesicle-bound % 30, MT stabilizer Hoechst-high % 1.1, MT stabilizer cytotoxicity % 5.7 and Myeloid diff MLP GFP+ MAC1+ % 0.9.
`O/N=C1\CC/C(=N\O)c2nn(-c3ccc(Cl)cc3Cl)nc21` gave human PMI inhibition -15%, TNAP activators 1, bCat nuc transl -0.7, T cell modulator inactive, Ins promoter up -1.5, MT stabilizer 4.9, Dynein cargo inh -0.16, Myeloid diff MLP inactive, Dynein cargo inh cytoplasmic EGFP -0.16, Dynein cargo inh nuclear GR-EGFP 0.13, Dynein cargo inh cell count -0.092, Ins promoter up cell count 1269, bCat nuc transl cell count 5 µM 848, T cell modulator vesicle-bound % 4, MT stabilizer Hoechst-high % 1.9, MT stabilizer cytotoxicity % 5.6 and Myeloid diff MLP GFP+ MAC1+ % 2.2.
For COc1ccccc1CNC(=O)CN(Cc1ccc(Cl)cc1)S(C)(=O)=O the results were human PMI inhibition 6%, TNAP activators 1.1, bCat nuc transl -0.1, T cell modulator inactive, Ins promoter up 0.15, MT stabilizer 1.9, Dynein cargo inh -0.28, Hep lipid drop -40, Myeloid diff MLP inactive, Dynein cargo inh cytoplasmic EGFP -0.28, Dynein cargo inh nuclear GR-EGFP 0.0091, Dynein cargo inh cell count 0.3, Ins promoter up cell count 1462, Hep lipid drop cells 6.5 µM 689, bCat nuc transl cell count 5 µM 1001, T cell modulator vesicle-bound % 45, MT stabilizer Hoechst-high % 2.8, MT stabilizer cytotoxicity % 4.6 and Myeloid diff MLP GFP+ MAC1+ % 0.0.
For O=[N+]([O-])c1cc2oc3c(c2c(C=NCc2ccncc2)c1O)CCCC3 the results were human PMI inhibition 28%, TNAP activators 0.8, bCat nuc transl -1.5, Ins promoter up 0.01, MT stabilizer 3.0, Dynein cargo inh 1.6, Hep lipid drop -1, Myeloid diff MLP inactive, Dynein cargo inh cytoplasmic EGFP -0.13, Dynein cargo inh nuclear GR-EGFP 0.89, Dynein cargo inh cell count -1.7, Ins promoter up cell count 1231, Hep lipid drop cells 6.5 µM 599, bCat nuc transl cell count 5 µM 1137, MT stabilizer Hoechst-high % 1.7, MT stabilizer cytotoxicity % 1.8 and Myeloid diff MLP GFP+ MAC1+ % 5.9.
Screening N/C(=N/O)c1nc(N2CCCCC2)nc(N2CCCCC2)n1 returned human PMI inhibition 2%, TNAP activators 1, bCat nuc transl -1.5, T cell modulator inactive, Ins promoter up 0.07, MT stabilizer 2.0, Dynein cargo inh 0.098, Hep lipid drop 8, Myeloid diff MLP inactive, Dynein cargo inh cytoplasmic EGFP -0.11, Dynein cargo inh nuclear GR-EGFP 0.094, Dynein cargo inh cell count 1.3, Ins promoter up cell count 1061, Hep lipid drop cells 6.5 µM 743, bCat nuc transl cell count 5 µM 1093, T cell modulator vesicle-bound % 39, MT stabilizer Hoechst-high % 1.6, MT stabilizer cytotoxicity % 3.1 and Myeloid diff MLP GFP+ MAC1+ % 0.8.
For COc1ccc(/C=N/NC(=O)c2c(C)nc3ccc(Br)cn23)cc1OC the results were bCat nuc transl -1.4, T cell modulator inactive, Ins promoter up 0.09, Dynein cargo inh -0.8, Hep lipid drop -15, Myeloid diff MLP inactive, Dynein cargo inh cytoplasmic EGFP -0.15, Dynein cargo inh nuclear GR-EGFP -0.077, Dynein cargo inh cell count 0.66, Ins promoter up cell count 1031, Hep lipid drop cells 6.5 µM 689, bCat nuc transl cell count 5 µM 1354, T cell modulator vesicle-bound % 27 and Myeloid diff MLP GFP+ MAC1+ % 0.4.
